Screens (PubChem)
CIT2 TOR yeast – alters CIT2-GFP fluorescence in TOR pathway yeast screen. S. cerevisiae CIT2-GFP strain, flow cytometry, 3 h; 100 means same as DMSO wells. GFP response vs DMSO, % at 10 µM. 320,000 compounds, 0.065% hits;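 active means GFP response relative to DMSO above a set limit, near the screen mean plus 3 SD, cut at about 150% in these data; inconclusive means Fewer than 70 cells measured for a yeast strain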;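 further: ratio of well median GFP fluorescence to mean of DMSO wells on the plate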
RPL19A TOR yeast – yeast TOR pathway RPL19A-GFP modulation; S. cerevisiae RPL19A-GFP strain, flow cytometry, 3 h; stronger effect = lower value; percent response vs DMSO, % at 10 µM; 330,000 compounds, 0.3% hits;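 active means percent response vs DMSO below 50%; inconclusive means fewer than 70 events counted for the yeast strain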;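 further: median channel GFP fluorescence of the barcoded RPL19A-GFP strain; ratio of sample median GFP to plate DMSO average so 100% = DMSO; lower means less RPL19A-GFP as with rapamycin TOR inhibition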
GRK2 aptamer HTS – blocks RNA aptamer binding to human GRK2 | P25098 | bead flow cytometry, FAM-aptamer displacement from GRK2 | inhibition of aptamer binding, % at 10 µM | 330,000 compounds, 0.59% hits | AID 488847;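 active means inhibition of aptamer binding above 40%, roughly 3 SD of noise, on plates passing a quality check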;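 further: median bead fluorescence of bound FAM aptamer so fluorescent compounds give negative values; no value below 0 was filed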
LAP4 TOR yeast – yeast TOR pathway LAP4-GFP modulation; 320,000 compounds, 0.34% hits; AID 2023; S. cerevisiae LAP4-GFP multiplex, flow cytometry GFP, 3 h; median GFP as percent of DMSO wells; GFP response vs DMSO, % at 10 µM;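 active means GFP response vs DMSO above a set limit, about the screen mean plus 3 SD, cut at about 150% in these data; inconclusive means under 70 cell events counted for the yeast strain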
MEP2 TOR yeast – modulators of TOR pathway MEP2-GFP in S. cerevisiae. GFP response vs DMSO, % at 10 µM. AID 2016. 330,000 compounds, 0.51% hits. S. cerevisiae MEP2-GFP strain, flow cytometry GFP, 3 h; 100% = DMSO control level;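 active means GFP response versus DMSO above a set limit, roughly screen mean plus 3 SD, cut at about 180% in these data; inconclusive means fewer than 70 cells counted for a yeast strain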;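 further: median GFP fluorescence of the barcode-gated MEP2-GFP cells per well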
GASC-1 inh – human JMJD2C demethylase inhibition | inhibition, % at 2.35 µM | AID 2099 | 330,000 compounds, 0.069% hits | GST-JMJD2C(1-420) H3K9me3 demethylation, DELFIA europium;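 active means more than half of a compound's replicate wells show inhibition beyond 50%, single wells judged on their own value; inconclusive means some, but no more than half, of replicates pass 50% inhibition; inactive means no replicate passes 50% inhibition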;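 further: signal counts dimethyl H3K9 product captured on neutravidin plate; 0% = median of DMSO wells and 100% = 0.3 times that DMSO median; strong numbers were not always called active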
Target sequence (Q9H3R0 1-420 limits assumed): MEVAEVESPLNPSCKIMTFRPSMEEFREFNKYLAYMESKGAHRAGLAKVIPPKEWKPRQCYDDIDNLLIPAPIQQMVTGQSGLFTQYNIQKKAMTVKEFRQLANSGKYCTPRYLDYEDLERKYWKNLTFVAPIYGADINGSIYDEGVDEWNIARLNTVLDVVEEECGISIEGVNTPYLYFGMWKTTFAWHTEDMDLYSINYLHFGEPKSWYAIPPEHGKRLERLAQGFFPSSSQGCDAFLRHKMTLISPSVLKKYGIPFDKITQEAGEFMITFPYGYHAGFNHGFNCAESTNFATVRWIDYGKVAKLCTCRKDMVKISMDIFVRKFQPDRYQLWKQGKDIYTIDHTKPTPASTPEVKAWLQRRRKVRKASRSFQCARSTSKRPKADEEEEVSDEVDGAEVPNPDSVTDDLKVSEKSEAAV
VLA-4 inh – inhibition in a human VLA-4 binding assay; VLA-4 expressing cells, ligand binding flow cytometry; inhibition, % (about 7 µM as worked out from the volumes in the protocol); 330,000 compounds, 0.2% hits; AID 2557; in the data active means inhibition above about 50%
AGP1-GFP MLPCN – alters AGP1-GFP fluorescence in TOR pathway yeast screen; S. cerevisiae AGP1-GFP multiplex flow cytometry, 3 h; GFP as percent of DMSO wells; GFP response vs DMSO, % at 10 µM; 320,000 compounds, 0.02% hits; AID 2066;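 active means GFP response relative to DMSO above a set limit, near screen average plus 3 SD, cut at about 150% in these data; inconclusive means fewer than 70 cells counted for the yeast strain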;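 further: median GFP channel fluorescence of the gated AGP1 strain per well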
* = called active by the depositor; ? = inconclusive; · = no result given; & = joins results of further samples.

#	structure	CIT2 TOR yeast	RPL19A TOR yeast	GRK2 aptamer HTS	LAP4 TOR yeast
1	N#Cc1c(N2CCCCC2)nc(N2CCCCC2)c2c1CCN(Cc1ccccc1)C2	94.1	95.5	1.0	102.4
2	CC(C)(C)c1cc(NC(=O)CSc2nnc(NCc3ccccc3)s2)n(-c2ccccc2)n1	97.8	107.1	0.0	97.0
3	NNC(=O)c1oc2nc(-c3cccs3)cc(-c3ccco3)c2c1N	104.1	108.1	0.0	106.6
4	Cc1c(NC(=O)Nc2ccccc2Cl)sc(=S)n1C	·	91.6	0.0	105.5
5	COc1ccc(C(=O)NNC(=O)CSc2nnc(C3CC3)n2C)cc1	101.8	104.2	0.0	101.1
6	CC(C)=NNC1=NC(C)(C)Cc2ccccc21	93.4	99.3	2.0	108.6
7	CN(C(=O)COC(=O)c1n[nH]c2ccccc12)C1CCS(=O)(=O)C1 (stereo unspecified)	115.5	114.3	0.0	89.2
8	Cn1c(NCCCO)nc2c(c1=O)C1(CCCCC1)Cc1ccccc1-2	113.5	104.5	2.0	109.3

#	MEP2 TOR yeast	GASC-1 inh	VLA-4 inh	AGP1-GFP MLPCN
1	102.1	-1.6	-10.2	98.3
2	108.8	-0.6	-1.6	103.3
3	116.6	0.8	-59.8	91.7
4	90.8	-20.2	-138.0	90.4
5	101.7	-5.3	-11.7	103.0
6	101.9	52.5	-3.0	101.9
7	107.1	-0.4	-7.5	110.5
8	108.5	-1.2	25.3	105.4

(continued)
#	structure	CIT2 TOR yeast	RPL19A TOR yeast	GRK2 aptamer HTS	LAP4 TOR yeast
9	Cc1nc2ccccc2c(=O)n1NC(=O)/C=C/c1ccc(Br)cc1	92.6	101.5	3.0	111.9
10	CCCCCC1CCC(c2ccc(C(N)=O)cc2)CC1 (stereo unspecified)	116.7	104.8	0.0	103.7
11	Cc1c(OCC(=O)NCCCN2CCCC2=O)ccc2c3c(c(=O)oc12)CCC3	90.5	92.5	1.0	89.9
12	N#Cc1ccc(C(=O)NC2CCCCCCC2)cc1	86.7	94.8	0.0	110.7
13	O=C1Cc2ccccc2C(=O)N1c1ccccc1	92.8	100.9	0.0	86.6
14	COc1cccc(N/N=C(\C#N)S(=O)(=O)C(C)(C)C)c1	88.3	100.8	0.0	90.8
15	O=C(COC(=O)C1CCN(c2ccc(C(F)(F)F)cn2)CC1)NCc1ccc(F)cc1	100.4	100.2	0.0	106.5
16	FC(F)(F)COc1nc(N/N=C/c2cccnc2)nc(N2CCCCC2c2ccccn2)n1 (stereo unspecified)	92.7	95.6	0.0	90.3

#	MEP2 TOR yeast	GASC-1 inh	VLA-4 inh	AGP1-GFP MLPCN
9	110.2	-3.4	17.8	100.8
10	116.4	-15.3	2.5	111.5
11	106.2	21.3	8.9	62.2
12	93.3	2.2	2.6	96.4
13	102.9	6.1	-5.5	99.1
14	96.9	2.0	6.5	94.9
15	97.9	0.0	-0.8	107.4
16	93.0	0.9	5.8	87.0

Of the compounds above, these have an aryl thioether with sulfur outside any ring:
#	structure	CIT2 TOR yeast	RPL19A TOR yeast	GRK2 aptamer HTS	LAP4 TOR yeast
2	CC(C)(C)c1cc(NC(=O)CSc2nnc(NCc3ccccc3)s2)n(-c2ccccc2)n1	97.8	107.1	0.0	97.0
5	COc1ccc(C(=O)NNC(=O)CSc2nnc(C3CC3)n2C)cc1	101.8	104.2	0.0	101.1

#	MEP2 TOR yeast	GASC-1 inh	VLA-4 inh	AGP1-GFP MLPCN
2	108.8	-0.6	-1.6	103.3
5	101.7	-5.3	-11.7	103.0

Going on with the list.
#	structure	CIT2 TOR yeast	RPL19A TOR yeast	GRK2 aptamer HTS	LAP4 TOR yeast
17	Cc1c(N/C=C(\Cl)C(=O)C(F)(F)F)c(=O)n(-c2ccccc2)n1C	102.7	100.5	21.0	103.8
18	CCC1(CC)NC(=O)N(CC(=O)OC(C)C(=O)Nc2ccc(NC(C)=O)cc2)C1=O (stereo unspecified)	89.9	95.6	0.0	102.5
19	O=C(Nc1nccs1)c1ccc(Cl)c(S(=O)(=O)N2CCOCC2)c1	95.5	91.0	0.0	92.8
20	CC(=O)N1CCc2cc(S(=O)(=O)NC(C(=O)N3CCN(c4ccccc4F)CC3)C(C)C)ccc21 (stereo unspecified)	102.8	94.7	0.0	100.0
21	Cc1nc(Cl)sc1C(=O)NC(C)c1ccc(Cl)cc1 (stereo unspecified)	92.2	97.6	2.0	98.8
22	Cc1cc2ncc(C(N)=O)cn2n1	88.5	91.4	0.0	97.7
23	CCOc1ccccc1NC(=O)c1ccccc1N(C)S(=O)(=O)c1ccc(C)cc1	94.8	99.0	1.0	122.2
24	Cc1ccc(NC(=O)c2ccc(S(=O)(=O)N3CCC(C)CC3)cc2)nc1	89.8	97.5	0.0	107.4

#	MEP2 TOR yeast	GASC-1 inh	VLA-4 inh	AGP1-GFP MLPCN
17	100.3	-29.5	27.1	106.0
18	95.2	4.4	-1.0	102.5
19	96.4	4.3	-4.0	92.4
20	99.8	2.9	-12.8	100.7
21	102.8	-12.8	2.3	96.3
22	95.4	10.7	16.9	96.1
23	93.7	-3.5	-10.5	117.2
24	100.4	-2.9	28.2	105.6

Entries of single compounds, quoted from the list:
Shown for Cc1cc2ncc(C(N)=O)cn2n1 = CIT2 TOR yeast = 88.5; RPL19A TOR yeast = 91.4; GRK2 aptamer HTS = 0.0; LAP4 TOR yeast = 97.7; MEP2 TOR yeast = 95.4; GASC-1 inh = 10.7; VLA-4 inh = 16.9; AGP1-GFP MLPCN = 96.1
Shown for O=C(Nc1nccs1)c1ccc(Cl)c(S(=O)(=O)N2CCOCC2)c1 = CIT2 TOR yeast = 95.5; RPL19A TOR yeast = 91.0; GRK2 aptamer HTS = 0.0; LAP4 TOR yeast = 92.8; MEP2 TOR yeast = 96.4; GASC-1 inh = 4.3; VLA-4 inh = -4.0; AGP1-GFP MLPCN = 92.4

Continuation.
#	structure	CIT2 TOR yeast	RPL19A TOR yeast	GRK2 aptamer HTS	LAP4 TOR yeast
25	CC(C(=O)NC1C(=O)N2C(C(=O)O)=C(CSc3nnnn3C)CSC12)n1cc(Cl)cn1 (stereo unspecified)	94.0	99.1	16.0	113.3
26	COc1ccc2[nH]c(C(=O)N3CCc4ccccc4C3)c(C)c2c1	95.1	99.7	0.0	91.5
27	CCC(C)Sc1nnc(Cc2cc(=O)[nH]c(=O)[nH]2)n1-c1ccc(F)cc1 (stereo unspecified)	95.9	94.1	0.0	95.6
28	CC(=O)Nc1ccc(NC(=O)C(C)Sc2n[nH]c(=O)n2Cc2ccccc2)cc1 (stereo unspecified)	94.0	103.8	0.0	109.4
29	Cc1cccc(C(=O)NCC(=O)N2CCN(c3ccc(Cl)cc3)CC2)c1	86.1	95.7	1.0	101.9
30	O=C(CCSc1nnc2scc(-c3ccccc3)n12)Nc1nc(-c2ccccc2)ns1	96.5	102.5	0.0	104.1
31	COCCN(C(=O)c1cc2c(s1)CCC2)c1c(N)n(CC(C)C)c(=O)[nH]c1=O	101.3	100.4	43.0*	102.0
32	O=C(NCc1ccco1)C1CC(c2ccc(C(F)(F)F)cc2)=NO1 (stereo unspecified)	94.2	99.5	4.0	102.7

#	MEP2 TOR yeast	GASC-1 inh	VLA-4 inh	AGP1-GFP MLPCN
25	93.2	-1.9	-10.2	101.0
26	100.6	1.7	-1.0	100.7
27	103.4	-1.8	29.0	95.6
28	101.6	-6.3	16.4	99.3
29	100.7	-3.3	12.4	92.9
30	104.4	?	13.1	101.8
31	104.6	2.7	0.8	106.5
32	103.5	1.5	-2.5	97.9

Taken from above.
no. 32 – GASC-1 inh = 1.5
no. 26 – GRK2 aptamer HTS = 0.0
no. 29 – LAP4 TOR yeast = 101.9

Next part
#	structure	CIT2 TOR yeast	RPL19A TOR yeast	GRK2 aptamer HTS	LAP4 TOR yeast
33	CC1CCN(CCCNC(=O)CN2CCN(Cc3ccc(Cl)cc3)C2=O)CC1	100.9	104.3	0.0	99.7
34	COc1cccc(/C=C/C(=O)NNC(=O)c2ccco2)c1OC	100.4	97.3	2.0	97.8
35	CCOC(=O)c1csc(NC(=O)c2ccc(S(=O)(=O)N(CC)CC)cc2)n1	95.8	103.2	0.0	100.9
36	CCOC(=O)N1CCN(c2c(NCCc3ccc(OCC)c(OCC)c3)c(=O)c2=O)CC1	·	99.8	0.0	94.6
37	Cc1ccc(N(CC(=O)NC2CCCC2)C(=O)CNC(=O)c2cccs2)cc1C	97.1	98.4	0.0	97.7
38	CCOC(=O)C1CCCN(C(=S)Nc2cccc(Cl)c2)C1 (stereo unspecified)	101.7	111.3	2.0	109.0
39	Cc1cc(C)cc(-n2ncc3c2CCCC3NC(=O)CN2CCCC2=O)c1 (stereo unspecified)	102.0	105.1	0.0	108.8
40	COc1ccc(Cc2n[nH]c(=S)n(N)c2=O)cc1	95.6	102.8	0.0	97.4

#	MEP2 TOR yeast	GASC-1 inh	VLA-4 inh	AGP1-GFP MLPCN
33	100.5	8.0	5.4	102.8
34	100.1	·	0.0	97.7
35	101.8	5.3&32.0	-15.2	103.8
36	101.9	2.4	-0.2	98.2
37	96.0	2.9	9.9	99.6
38	109.7	4.3	-13.0	104.3
39	110.6	13.1	5.7	111.4
40	100.6	-7.2	8.9	93.5

Further results
#	structure	CIT2 TOR yeast	RPL19A TOR yeast	GRK2 aptamer HTS	LAP4 TOR yeast
41	O=C(CCC1CCN(Cc2ccc(C#CCCO)cc2)CC1)NC1CC1	98.2	99.6	0.0	85.0
42	CC(=O)NC(c1ccco1)c1cc(Cl)c2ccc(Cl)nc2c1O (stereo unspecified)	103.7	96.8	0.0	88.1
43	COc1ccc(NC(=O)CSc2ccc3nnc(-c4cccnc4)n3n2)c(OC)c1	107.0	99.6	6.0	105.6
44	Cc1cc2c(cc1S(=O)(=O)NCc1ccccc1)NC(=O)CO2	97.8	97.6	2.0	96.2
45	O=C(COC(=O)C1CC2C=CC1C2)Nc1c(Br)cc([N+](=O)[O-])cc1Br (stereo unspecified)	100.3	96.9	1.0	93.0
46	Cc1ccc(NS(=O)(=O)c2cccc3cccnc23)c(Cl)c1	90.2	96.0	0.0	104.2
47	COc1cccc(OCc2cc(C(=O)N3CCN(C)C(c4ccccc4)C3)no2)c1 (stereo unspecified)	95.5	98.0	1.0	111.6
48	COc1ccccc1N1CCN(CCCCOc2ccc(C)cc2C)CC1	104.2	100.4	1.0	90.8
49	COC(=O)c1ccc(-n2cnc(Cl)n2)c(F)c1	103.0	111.0	1.0	121.5
50	C/C(Cl)=C\C[N+](C)(C)CC(=O)OCCc1ccccc1	106.1	102.0	1.0	108.0

#	MEP2 TOR yeast	GASC-1 inh	VLA-4 inh	AGP1-GFP MLPCN
41	92.9	-11.1	3.6	96.2
42	93.6	3.9	8.9	83.5
43	100.0	19.7	0.4	110.9
44	103.5	10.0	26.4	102.8
45	101.6	·	1.9	101.7
46	90.2	-2.6	-2.8	100.6
47	103.9	-16.8	-97.0	104.2
48	111.2	5.2	-2.0	99.6
49	118.0	-6.2	5.4	113.4
50	102.8	3.8	-5.9	106.2
